# Bioassay records from PubChem BioAssay.
# NCI-60 one-dose screen, 48 h, at 10 µM unless noted. Numbers give growth in % (100 = growth as untreated, 0 = no growth, -100 = all killed).
# SK-OV-3 = SK-OV-3 ovarian cancer cells; hit rate 3.2% among 80,000; AID 1794785
# OVCAR-4 = OVCAR-4 ovarian cancer cells | hit rate 3.7% among 80,000
# IGROV1 = IGROV1 ovarian cancer | hit rate 4.7% among 79,000
# NCI/ADR-RES = NCI/ADR-RES ovarian cells; hit rate 4.4% among 81,000; AID 1794790
# NCI-H23 = NCI-H23 lung cancer; hit rate 4% among 80,000
# OVCAR-3 = OVCAR-3 ovarian cancer. AID 1794787. hit rate 7% among 79,000
# OVCAR-5 = OVCAR-5 ovarian cancer; AID 1794783; hit rate 2.9% among 82,000
# NCI-H522 = NCI-H522 lung cancer | hit rate 8% among 78,000 | AID 1794739
# OVCAR-8 = OVCAR-8 ovarian cancer. hit rate 4.4% among 81,000
# * = called active by the depositor; . = not tested or not shown; & = joins results of further samples; ! = not active in a repeat. The calls were made as follows: active = growth percent below 10; inactive = the rest.
# Value order: SK-OV-3, OVCAR-4, IGROV1, NCI/ADR-RES, NCI-H23, OVCAR-3, OVCAR-5, NCI-H522, OVCAR-8
> CC(=O)OCC(=O)[C@@]1(O)CCC2C3CCC4=CC(=O)CC[C@]4(C)C3[C@@H](O)C[C@@]21C (some centres undefined)
 : 77, 92, 92, 93, 101, 118, 78, 99, 96
> CCN(c1ccccc1)S(=O)(=O)c1ccc(Oc2ccccc2)c(N)c1
 : 104&119, 81&92, 106&105, 89&96, 96&100, 102&125, 104&111, 89&89, 93&103
> CCc1nnc2c3cc4ccccc4n3cnn12
 : 115, 98, 105, 102, 94, 112, 88, 102, 103
> Cn1cc(-c2ccc3c(c2)OCCO3)c(C(=O)NCc2ccc(F)cc2)n1
 : 104, 99, 104, 103, 108, 96, 97, 91, .
> CC(C)(C)OC(=O)N1CCc2c(sc3ncnc(Nc4ccc(NC(=O)Nc5ccc(Cl)cc5)cc4)c23)C1
 : 54, 104, 56, 94, 85, 81, 84, 67, 80
> O=C(CBr)c1ccc(OC(=O)c2ccccc2)cc1
 : 100, 99, 116, 101, 101, 105, 102, ., 104
> COc1ccc(-c2cc(C(=O)c3cc([N+](=O)[O-])ccc3O)c[nH]c2=O)cc1
 : 81, 89, 108, 98, 100, 99, 95, 81, 93
> CCOC(=O)c1c(NC(=O)c2ccc(Cl)cc2)sc2c1CCCC2
 : 82, 105, 100, 105, 92, 112, 102, 89, 104
> COc1cc(/C=C/C(=O)/C=C(O)/C=C/c2ccc(OC(=O)c3cccs3)c(OC)c2)ccc1OC(=O)c1cccs1
 : ., 111, 105, 105, 99, 118, 106, 95, 103
> O=C(Nc1cccc(Cl)c1)OCCCl
 : 94, 70, 89, 76, 61, 51, 95, 40, 78
> CN(C)CC(=O)O
 : 102, 101, 106, 100, 106, 110, 102, 102, 99
> COc1ccc(C2=CC(c3ccc(C)cc3Br)N3C=CSC3=N2)cc1 (centres undefined)
 : 103, 102, 101, 109, 103, 121, 105, 111, 104
> COc1ccc([N+](=O)[O-])cc1N
 : 103, 107, 95, 105, 112, 104, 106, ., 104
> Cc1ccc(N2CCN(CCCN3CCN(c4ccc(Cl)cc4)CC3)CC2)cc1
 : ., 76, 79, 78, 82, 81, 95, 78, 102
> Nn1c(CN2CCN(c3cc4c(cc3F)c(=O)c(C(=O)O)cn4C3CC3)CC2)n[nH]c1=S
 : 107, 102, 97, 106, 95, 103, 108, 86, 106
> CCCCn1c(=O)c(C2CNC(=O)c3ccccc3N2)cc2ccc(Cl)cc21 (centres undefined)
 : 90, 98, ., 101, 93, 112, 109, 89, 99
> C1CCCC(NC2=NCCO2)CCC1
 : 116, 111, 94, 112, 111, 161, 107, 100, 102
> COc1ccc2cc(-c3nc4c(cnn4-c4ccccc4)c(=O)[nH]3)c(OC)nc2c1
 : 94, 99, 92, 93, 98, 102, 87, 81, 97
> O=C1c2cccc3c(-c4ccc(-c5nc6c7ccccc7c7ccccc7c6[nH]5)cc4)ccc(c23)C(=O)N1c1ccc(F)cc1
 : 100, 83, 86, 96, 102, 93, 91, 89, 95
> O=C(Cn1cc(COn2nnc3ccccc32)nn1)Nc1ccccn1
 : 100, 100, 106, 102, ., 118, 103, 96, 103

# 4 entries from above in another layout:
> O=C(Nc1cccc(Cl)c1)OCCCl
  SK-OV-3: 94; OVCAR-4: 70; IGROV1: 89; NCI/ADR-RES: 76; NCI-H23: 61; OVCAR-3: 51; OVCAR-5: 95; NCI-H522: 40; OVCAR-8: 78

> CCc1nnc2c3cc4ccccc4n3cnn12
  SK-OV-3: 115; OVCAR-4: 98; IGROV1: 105; NCI/ADR-RES: 102; NCI-H23: 94; OVCAR-3: 112; OVCAR-5: 88; NCI-H522: 102; OVCAR-8: 103

> COc1cc(/C=C/C(=O)/C=C(O)/C=C/c2ccc(OC(=O)c3cccs3)c(OC)c2)ccc1OC(=O)c1cccs1
  SK-OV-3: .; OVCAR-4: 111; IGROV1: 105; NCI/ADR-RES: 105; NCI-H23: 99; OVCAR-3: 118; OVCAR-5: 106; NCI-H522: 95; OVCAR-8: 103

> O=C(Cn1cc(COn2nnc3ccccc32)nn1)Nc1ccccn1
  SK-OV-3: 100; OVCAR-4: 100; IGROV1: 106; NCI/ADR-RES: 102; NCI-H23: .; OVCAR-3: 118; OVCAR-5: 103; NCI-H522: 96; OVCAR-8: 103

# Back to the main list with the three entries that preceded the break.
# Value order: SK-OV-3, OVCAR-4, IGROV1, NCI/ADR-RES, NCI-H23, OVCAR-3, OVCAR-5, NCI-H522, OVCAR-8
> COc1ccc2cc(-c3nc4c(cnn4-c4ccccc4)c(=O)[nH]3)c(OC)nc2c1
 : 94, 99, 92, 93, 98, 102, 87, 81, 97
> O=C1c2cccc3c(-c4ccc(-c5nc6c7ccccc7c7ccccc7c6[nH]5)cc4)ccc(c23)C(=O)N1c1ccc(F)cc1
 : 100, 83, 86, 96, 102, 93, 91, 89, 95
> O=C(Cn1cc(COn2nnc3ccccc32)nn1)Nc1ccccn1
 : 100, 100, 106, 102, ., 118, 103, 96, 103
> O=C(O)C1(c2cccc(O)c2)CCCC1
 : 100, 114, 102, 110, 103, 110, 107, 88, 100
> Cn1c2c(Cl)c(Cl)ccc2c2c(C#N)c[nH]c(=O)c21
 : 107, 100, 89, 103, 91, 110, 123, 95, 91
> CCCCCCCNc1nc(C=O)ncc1-c1ccc(C(F)(F)F)cc1
 : 97, 110, 90, 90, 100, 98, 103, 80, 102
> CN(C)CCCNC(=O)C1COc2ccccc2O1 (centres undefined)
 : 86, 105, 105, 104, 99, 115, 106, 77, 100
> COC(=O)C1CCN1C(C)(C)C (centres undefined)
 : 98, 98, 118, 105, 103, 108, 101, 89, 98
> CC(=O)OC1(C)C(=O)C=C(C)C=C1C (centres undefined)
 : 85, 92, 59, ., 96, 106, 99, 129, 100
> COc1ccc(-c2c(NC(=O)Nc3ccccc3)cnn2-c2ccc(S(N)(=O)=O)cc2)cc1
 : 103, 107, 96, 102, 104, 105, 112, 97, 100
> O=C(OCc1ccc2cccc(O)c2n1)c1cc2ccccc2[nH]1
 : 87, 93, 74, 101, 93, 100, 123, 96, 95
> CN(C)CC1(C)Cc2ccsc2C1O (centres undefined)
 : 104&109, 100&113, 110&123, 103&106, 109&106, 105&127, 105&101, 94&94, 105&110
> c1ccc(COC2COC(c3ccccc3)OC2)cc1 (centres undefined)
 : 99, 113, 122, 103, 112, 132, 121, 94, 102
> COc1ccc(C2NC(=O)Cc3c2sc2c(F)cccc32)c(OC)c1 (centres undefined)
 : 101, 97, 92, 102, 100, 100, 103, 96, 103
> COc1cc2c(c(OC)c1OC)C(=O)CC(c1cccc(NC(=O)c3cc(NC(=O)[C@@H](N)CO)ccc3Cl)c1)O2 (some centres undefined)
 : 106, 86, 96, 87, 99, 99, 116, 66, 75
> O=C1NC(c2ccccc2)(c2ccccc2)C(=O)N1Cc1ccc(Cl)cc1
 : 95, 81, 93, 81, 93, 100, 100, 82, 99
> CCN(CC)c1ccc(NC(C)=O)cc1
 : 96, 111, 115, 104, 109, 113, 104, 103, 122
> COc1ccccc1Nc1cc(NC(=O)CNc2cc(OC)c(Cl)c(OC)c2Cl)ncn1
 : 97, 112, 99, 109, 94, 103, 109, 75, 98
> CCCCC(CC)CNC(=O)CI (centres undefined)
 : 93, 111, 106, 105, 102, 107, 110, 76, 103
> CCCCCNc1ccc(NCCCCC)c2c1C(=O)c1ccccc1C2=O
 : 95, 99, 88, 99, 84, 100, 99, 101, 100
> CC(COc1ccccc1)OC(=O)Nc1ccccc1 (centres undefined)
 : 101, 90, 82, 100, 94, 104, 105, 92, 97
> Cc1ccc(/C=C/C2=NN(c3ccc(-c4ccc(Cl)cc4)nn3)C(c3ccc(C)s3)C2)s1 (centres undefined)
 : 104, 97, 95, 92, 80, 99, 99, 102, 107
> COc1cccc2c1C=C1CCCCC3=Cc4c(OC)cccc4OC13O2
 : ., 58, 58, 17, 56, 14, 64, 33, 53
> COC(=O)CC(=O)C(=O)OC
 : 106, 108, 108, 106, 103, 106, 108, ., 105
> O=C(O)CCCCCNC(=S)NCCCCCC(=O)O
 : 107, 105, 108, 105, 101, 113, 99, 73, 103
> O=C(CNCCCCCNCC(=O)OC1CCCCC1)OC1CCCCC1
 : 114, 115, 118, 110, 102, 135, 111, 103, 113
> Cc1nn(-c2ccc(Cl)cc2)c(C)c1N=Nc1ccc2oc(=O)ccc2c1
 : 114, 34, 81, 70, 82, 104, 104, 82, 57
> O=C1NC(c2ccc(Cl)c(Cl)c2)=C/C1=C/c1ccccc1[N+](=O)[O-]
 : 89, 99, 73, 101, 89, 104, 100, 96, 95
> CCOC(=O)CN1C(=O)CSC1=S
 : 103, 117, 102, 105, 99, 111, 118, 115, 105
> O=C1C(=O)C(Cl)=C(Cl)C(Cl)=C1Cl
 : 105, 120, 112, 103, 98, 105, 108, 83, 100
> Nc1ccc(I)cc1
 : 96, 107, 98, 93, 94, 103, 90, 76, 91
> NC(=S)N/N=C/c1cc(Cl)sc1Cl
 : 110, 94, 121, 113, 101, 96, 110, 93, 104
> c1coc(-c2cc(-c3cc(-c4ccco4)on3)no2)c1
 : 112, 110, 107, 96, 92, 111, 99, 98, 105
> O=C(Nc1ccc(OCc2nnc(-c3ccc(Cl)cc3)o2)c(F)c1)c1ccccc1
 : 71, 62, 85, 90, 94, 104, 91, 72, 77
> O=C(NNC(=S)Nc1ccc(Cl)cc1)c1ccc(Nc2ncnc3c2cnn3-c2cccc(F)c2)cc1
 : 100, 78, 77, 96, 89, 93, 106, 78, 93
> COc1ccc(-c2cc(-c3ccc(N)cc3)[nH]c(=O)c2C#N)cc1O
 : 111, 88, 102, 102, 100, 108, 103, 94, 100
> c1ccc2cc3c(cc2c1)Cn1c-3nc2ccccc21
 : 108, 93, 75, 107, 95, 103, 98, 96, 105
> CCOC(=O)c1ccccc1C(=O)OC1CCCCC1
 : 101, 111, 93, 106, 102, 111, 98, ., 108
> N=C(N)n1ncc2c1CCC/C2=N/N=C(N)N
 : 102, 113, 101, 99, 101, 112, 107, 93, 104
> Fc1cccc(COc2cccnc2NC(=S)NCc2ccccc2)c1
 : 88, 113, 109, 101, 97, 108, 85, 87, 92
> CC1OCOC(CO)C(O)C1O (centres undefined)
 : 107, 118, 106, 107, 97, 119, 110, 102, 105
> N#CC1(NC(Cc2ccccc2)c2ccccc2)CCCCCCCCCCC1 (centres undefined)
 : 89, 101, 88, 111, 110, 103, 103, 85, 100
> CCCCCCC(=O)c1cccnc1
 : 104, 103, 111, 116, 100, 114, 108, 96, 109
> O=C1/C(=C/c2ccc(Cl)cc2)Sc2c(Br)cccc21
 : 92, 90, 74, 100, 89, 99, 91, 83, 94
> O=C(O)c1cc(=O)[nH]c(=O)[nH]1
 : 112&104, 101&107, 103, -33*!, 4.7*!, 112&114, -24*!, 19&90, 76&102
> COC(=O)C1CC(=O)N(C(=O)Nc2ccc(Cl)cc2Cl)C1 (centres undefined)
 : 88, 117, 107, 100, 99, 111, 101, 80, 99
> COc1ccc(/C=C2\CN(C(=O)CCN3CCC(=NO)CC3)C/C(=C\c3ccc(OC)cc3)C2=O)cc1
 : 68, 28, -14*, 11, -4.7*, 6.9*, -4.9*, -30*, 20
> Cc1nc2cc(Nc3nc(Cl)nc(Nc4ccc(F)cc4)n3)ccc2n1Cc1ccccc1
 : 96, 86, 83, 96, ., 94, 86, -70*, 82
> CCO/C=C1\SC(=S)N(c2cccc(C)c2)C1=O
 : 89, 100, 107, 109, 108, 104, 106, ., 101
> Cc1cc(=O)oc2cc(N(C)C)ccc12
 : 101, 72, 28, 94, 82, 73, 109, 82, 102
> O=C1Nc2ccc(Cl)cc2/C1=C/c1ccc[nH]1
 : 117, 44, 58, 112, 66, 90, 84, 71, 102
> COc1ccc(-c2nnc(COc3ccc(-c4nnc(N)s4)cc3)o2)cc1Cl
 : 87, 60, 76, 83, 74, 93, 119, 67, 85
> c1nc(SC2=NCCN2)c2[nH]cnc2n1
 : 8.1*, 62, 64, 22, 46, 31, 49, 25, 41
> CCCCCCSc1cc(=O)[nH]c(N)n1
 : 95, 108, 104, 104, 102, 108, 106, 50, 90
> CCOC(=O)N1C2CCC(C2)N1C(=O)OCC
 : 104, 95, 108, 108, 104, 113, 100, 91, 101

# Rows were taken by chance, and some 11% of all compounds hit somewhere here.
